Mito fusion act – mitochondrial division inhibition or fusion activation; S. cerevisiae fusion-defective mutant growth rescue, CellTiterGlo 48 h; Potency, µM (titrated, usually from 46.1 µM), for inactives: top-dose growth rescue (activation), usual class: activators; 320,000 compounds, 0.23% hits; AID 485298;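 note: potency is the fitted concentration of half-maximal effect; % of control where 0% means no effect; nearly all actives have a fitted effect of over 45% in size; temperature-sensitive fusion mutants such as fzo1-1 at 37 °C on non-fermentable ethanol glycerol medium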
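Growth-rescue viability read-out: after 48 h at the non-permissive 37C in glycerol/ethanol YPEG, yeast mitochondrial fusion mutants are measured by CellTiterGlo luminescence; compounds (23 nl pinned per well) restoring growth score as division inhibitors or fusion activators.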
Menin MLL FP TR – menin-MLL binding inhibition, Texas Red mutant peptide; O00255; Menin + Texas Red MLL mutant peptide, fluorescence polarization; Potency, µM (series often up to 61.6 µM), for the others: at the highest dose FP activity change, negative = inhibition, hits mostly inhibitors; 270,000 compounds, 0.23% hits; active = well fitted inhibition curve with a large enough effect in the polarisation, with a control signal flat, not every such curve was filed as active; inconclusive = small, poorly fitted or top-dose-only effect, or effect the other way, or a change in a side signal; inactive = no such curve, though single readings can be large or run the other way; the % refers to the polarisation; note: potency is the fitted concentration of half-maximal effect; % of control where 0% means no effect; many of its hits are not listed in these tables
Target sequence (O00255 whole entry, looked up): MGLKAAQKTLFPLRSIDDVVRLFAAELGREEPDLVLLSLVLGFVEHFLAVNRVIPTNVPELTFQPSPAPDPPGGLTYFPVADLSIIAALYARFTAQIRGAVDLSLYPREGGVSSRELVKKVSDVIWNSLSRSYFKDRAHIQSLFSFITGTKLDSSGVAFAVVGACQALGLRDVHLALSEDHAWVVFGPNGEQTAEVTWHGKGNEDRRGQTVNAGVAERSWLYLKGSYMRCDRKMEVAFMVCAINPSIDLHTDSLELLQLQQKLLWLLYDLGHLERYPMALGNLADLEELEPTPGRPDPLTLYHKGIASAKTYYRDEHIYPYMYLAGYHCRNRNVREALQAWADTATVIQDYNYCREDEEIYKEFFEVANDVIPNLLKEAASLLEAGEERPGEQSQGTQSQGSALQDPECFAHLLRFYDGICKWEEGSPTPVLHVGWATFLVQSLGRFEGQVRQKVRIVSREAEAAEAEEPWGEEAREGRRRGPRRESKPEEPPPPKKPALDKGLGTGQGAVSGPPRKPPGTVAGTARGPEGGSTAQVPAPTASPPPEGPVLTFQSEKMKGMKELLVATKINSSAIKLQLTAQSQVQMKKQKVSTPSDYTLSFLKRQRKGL
USP2a inh – inhibitors of human ubiquitin-specific protease USP2a; O75604; USP2 core, Ub-CHOP2 coupled fluorogenic reporter, 485/531; Potency, µM (highest dose often 38.3 µM), for the others: at the highest dose activity change, negative = inhibition, usual class: inhibitors; 330,000 compounds, 0.01% hits; AID 463254;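 note: potency is the fitted concentration of half-maximal effect; plate controls were DMSO wells for no effect and full inhibition by NEM control for full effect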
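USP2 core (10nM final) preincubated 30min RT with compound in 20mM Tris-HCl pH 8.0, 2mM CaCl2, 2mM beta-mercaptoethanol, 0.05% CHAPS; 25nM Ub-CHOP2 plus 25nM reporter substrate added, fluorescence (Ex485/Em531) read after 60min.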
GALK inhibitor – inhibitors of human galactokinase; Purified GALK, Kinase-Glo residual ATP luminescence; Potency, µM (highest dose often 57.5 µM), for the others: top-dose activity change, negative = inhibition, hits mostly inhibitors; 270,000 compounds, 0.007% hits; AID 1868; note: potency is the fitted concentration of half-maximal effect; % is set by controls: 0 for no effect and ±100 for the full control effect
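Luminescence from leftover ATP (Ultra-Glo luciferase/luciferin) served as read-out after a 1 h room-temperature reaction of 5 nM GALK with 35 uM ATP and 100 uM galactose.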
Eya2 inh – inhibitors of human Eya2 phosphatase activity | 330,000 compounds, 0.006% hits | recombinant Eya2, OMFP fluorescence dephosphorylation (OMFP is methylfluorescein phosphate) | Potency, µM (series often up to 76.9 µM), for inactives: at the highest dose activity, negative = inhibition, hits mostly inhibitors; note: potency is the fitted concentration of half-maximal effect; % is set by controls: 0 for no effect and ±100 for the full control effect
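Eya2 protein (added as 0.2 uM solution) was preincubated with compound for 10 min at ambient temperature in 50 mM HEPES pH 7.5, 50 mM NaCl, 5 uM MgCl2, 0.05% BSA, 1 mM DTT. OMFP (added at 50 uM) then reacted 10 min; fluorescence read at 485/525 nm.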
TSHR antag – human thyrotropin receptor antagonism; TSHR-expressing cells, TSH-stimulated cAMP HTRF, 2 h; active compounds read low; activity change, negative = inhibition, % at 11.5 µM; 330,000 compounds, 0.2% hits; AID 504810;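 active = activity change below a set negative limit, meaning inhibition stronger than a set level, cut at about -70% in these data; inconclusive = activity change between two set negative limits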; note: % is set by controls: 0 for no effect and ±100 for the full control effect
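Freshly harvested TSHR cells receive pin-tooled compound, then EC80 TSH at 4nM final. After 2 hours at 37 deg C, antibody in lysis buffer and cAMP-d2 are added; 30 minutes at ambient temperature precede the HTRF read.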
MBNL1 CUG block – inhibitors of human MBNL1 binding to CUG repeat RNA. Q9NR56. TR-FRET MBNL1-His/biotin-(CUG)12 binding, 665/545 ratio. Potency, µM (highest dose often 57.5 µM), without a hit: at the highest dose activity change, negative = inhibition, most hits filed as inhibitors. 280,000 compounds, 0.036% hits. AID 2675; active = well fitted inhibition curve with a large enough effect in the signal ratio, with a control signal flat, not every such curve was filed as active; inconclusive = small, poorly fitted or top-dose-only effect, or effect the other way, or a change in a side signal; inactive = no such curve, though single readings can be large or run the other way; the % refers to the signal ratio; note: potency is the fitted concentration of half-maximal effect; % is set by controls: 0 for no effect and ±100 for the full control effect
Target sequence (Q9NR56 whole entry, looked up): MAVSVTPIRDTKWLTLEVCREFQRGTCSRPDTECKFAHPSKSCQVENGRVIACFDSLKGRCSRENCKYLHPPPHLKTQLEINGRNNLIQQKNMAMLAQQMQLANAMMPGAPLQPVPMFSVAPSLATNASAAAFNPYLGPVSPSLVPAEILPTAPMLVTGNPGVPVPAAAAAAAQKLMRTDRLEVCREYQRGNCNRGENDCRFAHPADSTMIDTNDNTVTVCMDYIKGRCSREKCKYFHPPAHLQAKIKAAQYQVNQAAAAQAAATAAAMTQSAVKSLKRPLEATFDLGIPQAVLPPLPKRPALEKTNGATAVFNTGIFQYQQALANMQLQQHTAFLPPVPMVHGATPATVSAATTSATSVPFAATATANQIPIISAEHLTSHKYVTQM
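His-tagged MBNL1 binding to biotinylated (CUG)12 RNA was measured by TR-FRET using terbium anti-His antibody (0.055 ng/ul final) and streptavidin-XL665 (5 nM final). Compounds were titrated 92 nM to 58 uM; 60 min at room temperature.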
PKM2 activator – increases activity of human pyruvate kinase M2; Potency, µM (titrated, usually from 57.5 µM), for inactives: at the highest dose activation, actives largely listed as activators; 260,000 compounds, 0.34% hits; purified PKM2, Kinase-Glo ATP luminescence, activation; response scale: 0% is enzyme alone, no compound; note: potency is the fitted concentration of half-maximal effect; % is set by controls: 0 for no effect and ±100 for the full control effect; nearly all actives have a fitted effect of over 55% in size
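ATP formation by purified human PK-M2, quantified via coupled luciferase luminescence after 1 h at room temperature with 0.1 mM ADP and 0.5 mM PEP final.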
Chronic BCR inh – inhibitors of chronic active B-cell receptor signaling | ABC-DLBCL IkBa-CBG/CBR reporter, luminescence ratio, 4 h | Potency, µM (series often up to 46.1 µM), inactives show top-dose ratio change, negative = lower green/red ratio, actives largely listed as inhibitors | 340,000 compounds, 0.05% hits; active = well fitted inhibition curve with a large enough effect in the signal ratio, with a control signal flat, not every such curve was filed as active; inconclusive = small, poorly fitted or top-dose-only effect, or effect the other way, or a change in a side signal; the % refers to the signal ratio;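 note: potency is the fitted concentration of half-maximal effect; plate controls were basal doxycycline-induced cells for no effect and cells given 10 µM MG132 for full effect; MG132 reads +100%, hits lower the ratio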
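TMD8 human ABC-DLBCL cells with doxycycline-inducible IκBα–green luciferase fusion and unfused red luciferase, in 0.5% FBS medium; compounds up to 46 uM, 4 h at 37C. Green/red luminescence ratio, filter-overlap corrected, fitted to concentration-response curves.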
KCNH2 WT inh – inhibitors of human wildtype KCNH2 potassium channel; activity change, % at 1.84 µM; U2OS, BacMam KCNH2, thallium flux FluxOr; active compounds read low; 340,000 compounds, 0.37% hits; Q12809; AID 720551;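 active = maximum activity change below -70%; inconclusive = maximum activity change between -70% and -50%; inactive = maximum activity change above -50%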; note: % is set by controls: 0 for no effect and ±100 for the full control effect
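U2OS cells transduced with wild-type KCNH2 virus are loaded with FluxOr dye for 45 min, and thallium flux is measured in kinetic reads before and after stimulation buffer. Rate constants are normalized to DMSO controls.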
S-ASM inh – blocks human secretory acid sphingomyelinase; P17405; Potency, µM (highest dose often 57.5 µM), inactives show top-dose activity change, negative = inhibition, most hits filed as inhibitors; 340,000 compounds, 0.006% hits; placental ASM, HMU-PC fluorogenic substrate, 60 min; note: potency is the fitted concentration of half-maximal effect
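Steps: dispense placental human ASM, pin compound, wait 10 min at room temperature, add HMU-PC0 substrate at 9 uM final, incubate 60 min at 37 °C, add stop solution raising pH to 10, read fluorescence.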
The depositor's hits bear a star; u = inconclusive; x = no result given; & = joins results of further samples; [ ] = another dose, or the depositor's remark. Unless noted, calls come from the whole dose curve; as a rule, active = well fitted curve in the direction sought with a large enough effect; inconclusive = small, poorly fitted or top-dose-only effect, or another doubt; inactive = no such curve, though single readings can be large; an effect the other way counts as inactive or inconclusive.

SMILES	Mito fusion act	Menin MLL FP TR	USP2a inh	GALK inhibitor	Eya2 inh	TSHR antag	MBNL1 CUG block	PKM2 activator	Chronic BCR inh	KCNH2 WT inh	S-ASM inh
CCOC(=O)c1cc(-c2ccc(C)cc2)n(CC(=O)NCc2ccco2)c1C	0%	-6%	2%	2%	0%	4	-16%	-9%	3%	-4	-1%
O=C(Nc1nnc(SCc2ccc(F)cc2)s1)C1=COCCO1	10%	x	1%	x	15%	-7	x	x	4%	-11	0%
COC(=O)[C@@H]1C[C@H]1[C@@H](NS(=O)(=O)c1ccccc1)c1ccccc1	-3%	15%&7%	3%	x	3%	5	-12%	1%&-1%	-5%	0	2%
COc1ccc(/C(C#N)=C/c2ccccn2)cc1	-4%	-1%	-2%	4%	12%	28	u	-25%	u	-13	137%[activator]
CCn1c(=O)c(=O)[nH]c2cc(C(=O)Nc3ccc(S(=O)(=O)N4CCCC4)cc3)ccc21	0%	-19%	-2%	1%	4%	9	10%	-1%	5%	1	9%
c1cncc(C2Nc3ccccc3-c3nc4ccccc4n32)c1 (stereo not drawn)	0%	9%	1%	-2%	-7%	-3	-4%	-6%	u	-8	390%[activator]
Cc1c(C(=O)N(C)C(C)c2ccncn2)oc2c(F)cccc12 (stereo not drawn)	-3%	x	3%	6%	4%	-7	-2%	x	-10%	30	-1%
COc1cc(C)c(Br)cc1S(=O)(=O)NCc1ccccc1	2%	3%	3%	-4%	-20%	-26	14%	1%	-2%	9	2%
Cc1nc(NC(=O)c2ccco2)sc1C(=O)O	-18%	1%	-7%	27%	-8%	-9	-4%	-82%	u	8	-2%
CCCCCn1c(SCCOCC)nc2c1c(=O)[nH]c(=O)n2C	2%	-8%	3%	0%	-1%	-5	-6%	2%	-3%	2	-7%
CS(=O)(=O)N1CC2CCCN2c2cc(C(F)(F)F)ccc21 (stereo not drawn)	12%	26%	0%	-1%	u	-6	3%	1%	-10%	-5	1%
O=C(CSc1nc(Nc2ccccc2)nc(N2CCOCC2)n1)Nc1cccc([N+](=O)[O-])c1	-9%	x	2%	-3%	1%	-10	u	3%	0%	0	-18%
CC(C)(C)c1ccc2c(c1)N(CC(=O)N1CCOCC1)C(=O)CO2	3%	x	4%	-7%	3%	-3	3%	-2%	4%	6	-3%
O=C(Nc1nnc(SCc2ccc(F)cc2)s1)C1Cc2ccccc2CN1C(=O)c1ccco1 (stereo not drawn)	13%	6%	-2%	x	18%	22	-17%	22%	5%	-21	-1%
CCN(CC)S(=O)(=O)c1ccc2oc(C(=O)N3CCc4ccccc4C3)c(C)c2c1	17%	-13%	-4%	0%	-1%	-5	-9%	3%	u	21	-2%
O=[N+]([O-])c1cc(-c2nnc(N3CCOCC3)c3ccccc23)ccc1N1CCOCC1	-4%	-9%	0%	1%	-1%	-11	2%	-2%	-1%	4	-2%
O=C(CN(C(=O)c1ccccc1Cl)C1CCCCC1)Nc1ccc(Cl)c([N+](=O)[O-])c1	-1%	x	5%	-4%	u	-38	4%	1%	20%	-6	-9%
COc1cccc(-c2cc(C(=O)Nc3c(C)nn(Cc4ccccc4)c3C)no2)c1	9%	1%	-2%	0%	11%	1	-7%	-1%	-23%	14	-4%
CC(C)C1NC(=S)N(Cc2ccccc2)C1=O (stereo not drawn)	-6%	4%	-1%	-4%	3%	9	-2%	0%	8%	6	1%
CCOC(=O)CNC(=O)CN1CCCN(S(=O)(=O)c2ccc(Br)s2)CC1	2%	x	0%	-1%	5%	-10	-19%	16%	u	-10	-3%
O=C(CCC1CC(=O)Nc2ccccc21)NCc1ccc(F)cc1 (stereo not drawn)	0%	13%	5%	0%	-7%	0	-1%	-1%	-18%	-8	8%
O=C(NCc1ccco1)C12CC3CC(C1)CC(C(=O)NCc1ccco1)(C3)C2	3%	-14%	-8%	0%	8%	-2	-1%	-1%	0%	14	5%
O=C1/C(=C/c2ccsc2)N2CCC1CC2	4%	x	4%	1%	3%	-1	-8%	27%	u	-7	0%
Cc1cccc(-c2oc3ccc(-c4ccc5c(c4)OCO5)cc3c2C#Cc2cncn2C)c1	-5%	x	0%	x	-27%	2	x	x	6%	x	182%[activator]
CCC(=O)N=c1sc2ccccc2n1-c1ccccc1	-5%	4%	1%	0%	-16%	18	-11%	-18%	-8%	-8	-1%

Continued.
SMILES	Mito fusion act	Menin MLL FP TR	USP2a inh	GALK inhibitor	Eya2 inh	TSHR antag	MBNL1 CUG block	PKM2 activator	Chronic BCR inh	KCNH2 WT inh	S-ASM inh
Cc1cccc(C)c1OCC(O)CN1CCCCC1 (stereo not drawn)	1%	18%	-1%	-1%	-10%	5	4%	0%	-9%	-71*	7%
Cc1ccccc1CN1CCN(CC(=O)NCc2ccc3c(c2)OCO3)C1=O	-1%	-2%	9%	-2%	10%	16	-6%	-3%	11%	4	2%
Cn1ncc(Cl)c1C(=O)NC1CCCC1	2%	-2%	4%	-3%	9%	-5	-3%	3%	1%	-11	3%
CCc1nnc(NC(=O)CSc2nc3ccccc3o2)s1	5%	7%	9%	-4%	-24%	10	-7%	-5%	1%	4	-1%
CCN1CCCC1CNC(=O)C(=O)Nc1ccccc1 (stereo not drawn)	2%	-9%	2%	0%	1%	0	1%	-8%	u	4	-1%
O=S(=O)(c1ccc2nc(COc3ccccc3)[nH]c2c1)N1CCOCC1	4%	-5%	3%	6%	8%	11	-9%	11%	0%	-2	0%
COc1cccc(-c2nnc(-c3ccc(C(F)(F)F)cc3)o2)c1OC	0%	7%	-1%	-3%	-17%	-6	-9%	1%	3%	4	-2%
Cc1sc2nc(CSC(C)C(=O)Nc3ccccn3)[nH]c(=O)c2c1C (stereo not drawn)	0%	x	3%	x	11%	16	x	x	5%	-5	-1%
O=C(/C=C/c1cccc2ccccc12)N1CCOCC1	-1%	x	1%	-2%	2%	3	9%	0%	-2%	2	14%
CC(C)(CC(=O)O)CC(=O)N1CCN(c2nc3cc(Cl)ccc3s2)CC1	-6%	-8%	-5%	1%	9%	-16	-7%	x	u	-4	-5%
CCCCNC(=O)Cc1c(OC)ccc2cc(Br)ccc12	-6%	17%	4%	1%	-6%	-4	23%	-7%	3%	-1	2%
O=C(NCc1ccccn1)c1cc(-c2ccccc2Cl)on1	-2%	2%	0%	-4%	2%	-10	3%	6%	-7%	23	1%
Cc1nnc(SCc2nnc(-c3cccs3)o2)n1C1CCCCC1	-3%	-4%	10%	-2%	9%	-1	-3%	-1%	5%	x	5%
CCC(C)(C)n1nnnc1C(c1cc2cc3c(cc2[nH]c1=O)OCO3)N1CCN(C)CC1 (stereo not drawn)	1%	-6%	3%	0%	-4%	7	1%	-5%	u	-5	270%[activator]
CC(C)CCNC(=O)CN(Cc1ccc2c(c1)OCO2)C(=O)CCC(=O)Nc1ccccn1	0%	-4%	0%	-1%	-7%	-3	-4%	-4%	u	11	0%
COc1ccc(C2=NN(CCC(=O)NCc3ccc4c(c3)OCO4)C(=O)CC2)cc1	0%	0%	3%	1%	6%	11	x	-2%	u	-3	3%
O=C(Nc1ccccc1C(=O)O)c1cccc(NC(=O)c2ccco2)c1	-4%	8%	-5%	4%	-2%	20	-3%	-2%	2%	10	7%
COc1ccccc1NC(=S)N1CCN(C(=O)C2CCCO2)CC1 (stereo not drawn)	-4%	0%	0%	7%	-6%	2	-16%	-2%	-1%	x	0%
COc1ccc(Cc2c(O)nc(SCC(=O)c3ccc(OC)cc3)[nH]c2=O)cc1	-2%	22%	1%	-2%	9%	-10	1%	0%	2%	-3	0%
Cc1cccc(Cc2nnc(CCC(=O)N(C)C3CCOC3)o2)c1 (stereo not drawn)	0%	13%	0%	4%	1%	18	-4%	6%	2%	-16	1%
O=C(CSc1ccc([N+](=O)[O-])cc1)Nc1cccc(S(=O)(=O)Nc2ccccc2F)c1	3%	u	3%	3%	5%	-24	u	-5%	u	-27	-4%
Cc1ccccc1NC(=O)Cn1c(=O)n(C)c2ccccc21	1%	-1%	3%	-1%	-7%	-1	1%	2%	1%	13	-2%

Screening data (PubChem)

Only part of the results is shown; the hit share may differ from the screen's.
